Screening data as filed in PubChem BioAssay.
Furin inhibitor = inhibitors of human furin | purified furin, fluorogenic substrate cleavage | inhibition, % at 30 µM | 0.061% of 220,000 active | AID 463115; in the data active means inhibition above about 25%; further: inactives centre near -15
m-calpain inh = blocks pig calpain II enzyme activity; AID 1236; purified calpain II, fluorogenic peptide substrate, 30 min; inhibition, % at 16 µM; 0.37% of 220,000 active;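 active means inhibition above about 50%, limit read from the data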
Runt-SMMHC FRET = blocks binding of human RUNX1 Runt domain to CBFb-SMMHC | 0.74% of 220,000 active | Q01196+Q13951 | inhibition, % at 20 µM | Cerulean-Runt/Venus-CBFb-SMMHC FRET ratio 530/480, 1 h;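 active means mean inhibition across duplicate retests at 20 µM reaching about 50%, limit read from the data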;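 further: 0% = DMSO wells and 100% = wells with excess untagged CBFb-SMMHC; inhibitors lower the FRET ratio by blocking Runt binding to CBFb-SMMHC; some results filed as inactive read as strong as hits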
Target sequence (Q01196 whole entry, looked up, the tested form may be a part): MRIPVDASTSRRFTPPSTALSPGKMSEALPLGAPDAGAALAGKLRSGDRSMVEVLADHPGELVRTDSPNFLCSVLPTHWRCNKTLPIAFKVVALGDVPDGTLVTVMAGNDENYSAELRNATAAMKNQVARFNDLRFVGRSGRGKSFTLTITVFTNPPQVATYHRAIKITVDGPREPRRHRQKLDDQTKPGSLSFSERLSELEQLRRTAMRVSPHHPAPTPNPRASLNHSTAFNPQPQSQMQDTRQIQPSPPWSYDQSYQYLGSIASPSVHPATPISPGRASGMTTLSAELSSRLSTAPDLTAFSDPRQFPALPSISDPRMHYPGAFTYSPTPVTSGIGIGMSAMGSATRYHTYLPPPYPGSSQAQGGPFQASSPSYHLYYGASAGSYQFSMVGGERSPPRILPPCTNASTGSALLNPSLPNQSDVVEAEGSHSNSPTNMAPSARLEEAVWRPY
Target sequence (Q13951 whole entry, looked up, the tested form may be a part): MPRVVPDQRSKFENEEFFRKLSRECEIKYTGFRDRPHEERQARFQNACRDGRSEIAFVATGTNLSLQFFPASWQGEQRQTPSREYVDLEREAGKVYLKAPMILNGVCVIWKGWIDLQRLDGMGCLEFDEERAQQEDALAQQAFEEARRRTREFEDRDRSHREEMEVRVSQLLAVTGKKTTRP
EBV gp42 inh = inhibitors of Epstein-Barr virus glycoprotein 42; Q1HVG2; Fluorescence polarization binding assay, mP read-out; inhibition, % (tested at 21.74 µM); 0.42% of 220,000 active; in the data active means inhibition above about 50%
Target sequence (Q1HVG2 whole entry, looked up): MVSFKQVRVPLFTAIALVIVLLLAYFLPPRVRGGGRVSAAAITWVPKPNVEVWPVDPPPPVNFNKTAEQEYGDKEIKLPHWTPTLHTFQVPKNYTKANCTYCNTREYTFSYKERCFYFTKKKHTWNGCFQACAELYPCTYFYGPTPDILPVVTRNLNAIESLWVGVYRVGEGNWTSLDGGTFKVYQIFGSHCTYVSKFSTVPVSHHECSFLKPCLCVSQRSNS
RBBP9 inhibitor = blocks human serine hydrolase RBBP9; O75884; AID 1515; 0.2% of 220,000 active; recombinant RBBP9, FP-Rh probe fluorescence polarization; inhibition, % at 7.94 µM;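 active means inhibition above the campaign mean of all tested compounds plus 3 SD, cut at about 14% in these data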;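 further: plate controls were DMSO wells with RBBP9 for no effect and wells lacking RBBP9 protein for full effect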
Target sequence (O75884 whole entry, looked up): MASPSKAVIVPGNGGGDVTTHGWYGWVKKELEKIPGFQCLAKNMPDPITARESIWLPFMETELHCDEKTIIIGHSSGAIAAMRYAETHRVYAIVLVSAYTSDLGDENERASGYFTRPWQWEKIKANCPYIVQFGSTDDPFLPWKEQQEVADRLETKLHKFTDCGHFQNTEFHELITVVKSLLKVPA
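Controls: DMSO-treated enzyme wells and wells lacking RBBP9 | Material: RBBP9 protein | Technique: Fluorescence polarization | Replication: Single well per compound, no replicates | Buffer or medium: Tris-NaCl-Pluronic buffer, pH 8.0 | Timing: 30 min compound preincubation, 45 min probe labeling, 25 °C | Read-out basis: Percent inhibition from mP, scaled between DMSO and no-protein wells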
Tb hexokinase = T. brucei hexokinase 1 inhibition. 0.11% of 220,000 active. inhibition, % at 10 µM. recombinant TbHK1, G6PDH-coupled NADH A340;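 active means inhibition of 50% or more in the single-dose primary screen; inactive means inhibition below 50%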
Runt-CBFb FRET = blocks binding of human RUNX1 Runt domain to CBFb; Q01196+Q13951; Cerulean-Runt/Venus-CBFb FRET ratio 530/480, 1 h; inhibition, % at 20 µM; 0.46% of 220,000 active; AID 1496;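 active means inhibition over about 50% at 20 µM in the single-dose screen, limit read from the data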;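 further: 0% = DMSO wells and 100% = excess unlabeled CBFb competitor control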
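Assay system: Cerulean-tagged RUNX1 Runt domain (FRET donor) fusion protein / Amount: 100 nM each of Venus-CBFb and Cerulean-Runt domain / Medium: Tris buffer pH 7.5 with salts and BSA / Also added: Venus-CBFb 100 nM / Schedule: 1 h complex formation plus 1 h compound treatment, room temperature / Signal: FRET fluorescence / Read-out: loss of energy transfer signal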
NCF1 inh = inhibitors of human p47phox binding. 0.53% of 220,000 active. P14598. p47phox/p22phox peptide binding, fluorescence polarization, 2 h. inhibition, % at 24.7 µM;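 active means inhibition above about 30%, limit read from the data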;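 further: 0% = p47phox with labelled peptide and 100% = labelled peptide alone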
p97 ATPase inh = blocks human p97 ATPase activity; P55072; recombinant p97 ATPase, Kinase-Glo ATP luminescence, 3 h; inhibition, % at 8 µM; 0.42% of 220,000 active; in the data active means inhibition above about 15%;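 further: 0% = DMSO vehicle and 100% = wells lacking enzyme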
Numbers without * were called inactive; i = inactive; · = not tested or not shown; & = joins results of further samples; [ ] = dose if it differs, or a comment. Rows were taken by chance; about 2.7% have a hit in one of these screens.

Furin inhibitor,m-calpain inh,Runt-SMMHC FRET,EBV gp42 inh,RBBP9 inhibitor,Tb hexokinase,Runt-CBFb FRET,NCF1 inh,p97 ATPase inh,compound
-30.5,-0.1,-1.6,-7.6,-9.5,0.1,0.4,-9.3,4.1,O=C(O)CC(NC(=O)Cc1ccccc1)c1cc([N+](=O)[O-])ccc1Cl (stereo not drawn)
-7.4,69.3*,1.3,-7.7,-2.3,-13.9,-1.2,-5.7,4.5,O=C(O)CC(Cc1ccc(Cl)cc1)C(=O)Nc1ccc([N+](=O)[O-])cc1 (stereo not drawn)
0.2,-16.6,14.3,-1.8,-6.2,-27.5,4.0,-10.3,-3.1,COc1ccc(C(=O)/C=C/c2ccc(OC)c(CN3CCOCC3)c2)cc1
-4.7[20 µM],-18.5,0.7,-42.8,11.7,-6.1,-2.8,-18.8,-1.6,CCNC(=O)CSc1nnc(-c2ccc(OC)cc2)n1CC(C)C
-13.9,19.2,4.9,2.9,-6.7,-15.1,6.8,0.5,3.7,Cc1ccc(/C(O)=C2\C(=O)C(=O)N(Cc3cccnc3)C2c2ccccc2[N+](=O)[O-])cc1 (stereo not drawn)
-2.8,6.3,-4.2,6.1,-5.6,47.4,-0.7,-10.4,-0.5,COc1cccc(Nc2ncnc3c2cnn3C)c1
-12.4,-16.1,-1.1,-4.5,1.7,-8.7,0.9,8.3,1.3,c1ccc2c(c1)CCCN2c1nc(N2CCOCC2)nc(N2CCOCC2)n1
-22.1,-5.5,-1.9,-5.3,3.0,3.3,-0.9,2.3,6.2,CCc1nc2ccccc2n1Cc1ccccc1F
-20.3,-73.5,-2.1,-5.8,-8.1,0.5,-0.3,-14.3,-1.5,COC(=O)c1ccc(=O)n(-c2ccc(OC)cc2)c1
-12.2,-10.8,-0.5,-6.5,1.0,-20.5,1.0,-11.7,4.4,CN(C)N=Nc1ccc(S(N)(=O)=O)cc1
-7.7,-26.9,22.3,31.2,6.6,-3.1,13.4,-79.4,5.5,Fc1ccccc1N1CCN(c2nc3ccccc3n3nnnc23)CC1
-15.6,33.7,3.3,-9.4,-4.2,-3.7,-2.1,-25.4,-10.9,COc1ccc(OC)c(NC(=O)COC(=O)Cc2ccc(-c3ccccc3)cc2)c1
-22.7[20 µM],-10.7,-0.7,-12.1,-8.5,7.2,-1.7,-15.8,-3.5,O=C(COc1ccccc1)Nc1cc(C(F)(F)F)ccc1N1CCCC1
-23.0,-36.5,-1.1,-24.0,2.6,-10.1,10.1,-11.0,5.4,Cc1cc2cc(CN(CCN(C)C)C(=S)NCc3ccco3)c(=O)[nH]c2cc1C
-11.0,8.4,-3.8,-5.1,-6.8,-7.6,0.8,-6.7,7.4,Fc1ccc(-c2cc(-c3cccs3)cc(-c3ccccc3)n2)cc1
-19.0[20 µM],-15.5,-0.1,-14.2,-9.1,-2.4,-0.8,-10.5,-0.2,CCc1c(C(=O)NC2CCCC2)csc1C
17.1,-25.2,1.1,-5.8,-2.6,-2.7,1.3,-1.2,1.4,CCc1ccc(OCC(=O)NC(C)C)cc1
-1.8,48.2,-6.0,4.5,11.1,-14.3,-0.2,-6.5,3.7,O=C(Nc1ccc(Oc2cccnc2)nc1)c1ccc(C(F)(F)F)cc1
-9.3,6.7,-1.3,-0.3,-3.4,-4.6,0.9,-24.2,1.2,CCOC(=O)Cn1c(=O)oc2cc(S(=O)(=O)Nc3cccc(C)c3)ccc21
-6.1,2.1,0.8,-9.2,-15.2,-3.7,-0.7,-6.5,-2.2,CCOC(=O)C(NC(=O)c1ccc(F)cc1)(Nc1nnc(C)s1)C(F)(F)F (stereo not drawn)
-16.0,30.2,-0.6,-2.0,0.3,5.6,-1.7,6.1,-7.7,CCCNC(=O)c1ccc2c(c1)ncn2-c1cc(C)cc(C)c1
-23.4,-4.4,-0.5,-1.3,-5.4,5.3,-1.1,-1.8,3.1,Cc1ccc(C(=O)NN2C(=O)C3C4C=CC([C@@H]3C2=O)C42CC2)cc1 (stereo partly drawn)
-8.3[20 µM],·,·,·,-7.4,4.6,·,·,-3.5,COc1ccc(CCn2c(-n3nc(C)cc3C)nc3c2c(=O)[nH]c(=O)n3C)cc1
10.5,15.8,-0.6,-0.2,-10.0,-90.4,-1.3,-5.4,0.1,CC(/C=N/NC(=O)c1nnn(-c2nonc2N)c1CN(C)C)=C\c1ccco1
-25.4[20 µM],-14.2,-4.7,-15.1,5.3,6.2,-1.9,-13.6,0.6,CCOC(=O)C(NC(C)=O)(Nc1ccc(S(=O)(=O)Nc2cc(C)on2)cc1)C(F)(F)F (stereo not drawn)
-28.7,-21.4,-0.6,-1.1,-6.7,0.9,0.7,1.9,2.5,COc1cc(CNc2ncn[nH]2)ccc1OCc1ccccc1C
-24.7,-8.0,3.2,-13.8,7.2,-4.1,7.3,4.5,9.8,CCN1CCN(C(C(=O)NC2CCCC2)c2cc3c(cc2[N+](=O)[O-])OCO3)CC1 (stereo not drawn)
-25.2[20 µM],-51.1,-0.2,12.6,1.7,-3.2,0.4,10.8,2.2,CC(=O)N(C)C1(c2nnnn2CCOC(=O)Nc2cccc3ccccc23)CCCC1
-6.3,30.5,-0.2,1.1,-8.4,-1.4,2.2,7.0,-4.3,Cc1cc(C)nc(NS(=O)(=O)c2ccc(NC(=S)NC(=O)c3cccnc3)cc2)n1
-32.0,13.9,-1.8,-9.0,4.2,-17.6,-1.0,·,1.4,CC(=O)Nc1ccc2nc(NC(=O)C(Cl)(Cl)Cl)sc2c1

2 compounds drawn at random from those above, as already listed:
Furin inhibitor,m-calpain inh,Runt-SMMHC FRET,EBV gp42 inh,RBBP9 inhibitor,Tb hexokinase,Runt-CBFb FRET,NCF1 inh,p97 ATPase inh,compound
-25.4[20 µM],-14.2,-4.7,-15.1,5.3,6.2,-1.9,-13.6,0.6,CCOC(=O)C(NC(C)=O)(Nc1ccc(S(=O)(=O)Nc2cc(C)on2)cc1)C(F)(F)F (stereo not drawn)
-15.6,33.7,3.3,-9.4,-4.2,-3.7,-2.1,-25.4,-10.9,COc1ccc(OC)c(NC(=O)COC(=O)Cc2ccc(-c3ccccc3)cc2)c1

Remaining list, next part.
Furin inhibitor,m-calpain inh,Runt-SMMHC FRET,EBV gp42 inh,RBBP9 inhibitor,Tb hexokinase,Runt-CBFb FRET,NCF1 inh,p97 ATPase inh,compound
-2.2,12.1,-4.4,-9.4,-3.1,-0.6,0.6,1.7,-1.9,Cc1onc(-c2ccccc2Cl)c1C(=O)c1ccccc1
-9.6,-10.4,-0.3,11.3,-4.3,7.9,-1.1,-2.8,3.0,O=C(COC(=O)c1ccccc1C(=O)c1ccccc1)Nc1cccc([N+](=O)[O-])c1
-5.4[20 µM],-31.5,2.2,4.4,-3.3,-2.0,-1.4,1.0,-5.5,CCOC(=O)c1cccc(NC(=O)CCS(=O)(=O)c2ccc(Br)s2)c1
-20.6[20 µM],10.7,-0.3,-2.2,-0.5,-2.5,1.5,-6.7,-1.3,CC1/C(=N/O)CC(c2ccccc2)NC1c1ccccc1 (stereo not drawn)
-20.4[20 µM],i,-5.4,-8.5,-5.6,2.0,2.7,-10.6,-6.3,CCOC(=O)c1c(-c2ccccc2Cl)cn2ccccc12
-14.5[20 µM],-25.2,-7.5,-2.8,-3.3,-4.9,-0.4,-3.2,-3.8,CN(C)CCn1c(=S)[nH]c2ccccc2c1=O
-12.6,-101.8,5.8,1.2,-10.8,0.2,0.0,-3.5,-5.8,CN(C)S(=O)(=O)c1ccc(C(=O)Nc2nnc(SCc3ccccc3)s2)cc1
-3.5[20 µM],-16.2,-4.6,-8.3,3.2,2.6,-1.7,-0.1,0.2,CCCOc1ccc(N2C(=O)CC(N3CCN(c4nc5ccccc5s4)CC3)C2=O)cc1 (stereo not drawn)
-10.7,12.5,0.8,9.6,1.6,5.0,-6.2,-1.0,1.1,COc1cccc(N/C=C/c2onc(C)c2[N+](=O)[O-])c1
-16.8&-1.5,-22.4&7.8,20.2&26.2,-19.6&-0.8,-1.2&1.5,-29.4&-11.9,4.5&-2.8,-64.0&-84.3,12.8&4.3,CCc1nn2c(N)c(/C=C3\C=Nc4ccccc43)c(=O)nc2s1
-9.9,-21.7,-3.3,-4.3,0.0,-2.2,0.2,-12.1,0.8,O=C(NNC1CC(=O)N(c2ccccc2)C1=O)c1ccco1 (stereo not drawn)
-31.7,0.5,3.2,0.0,-0.3,-9.5,-0.3,0.0,2.8,CCN1CCN(C(=S)Nc2ccc3nc4n(c(=O)c3c2)CCCCC4)CC1
-19.4[20 µM],15.4,2.5,-3.6,-5.8,0.0,0.4,46.7*,-2.5,Cc1ccc(OCC(=O)NC2=NCCS2)cc1
-17.2[20 µM],-4.7,1.4,-13.4,-7.9,-3.2,2.5,4.3,5.7,O=C(CN1CCN(Cc2ccc3c(c2)OCO3)CC1)Nc1ccc2c(c1)OCCO2
-31.4[20 µM],-17.6,-2.4,44.7,-8.3,-5.9,-3.3,-3.7,-2.1,CSCC[C@@H](Nc1nc(-c2ccccc2)nc2c1oc1ccccc12)C(=O)O
-25.2,-2.7,-2.4,-13.9,8.7,-44.7,0.2,-2.1,7.1,O=[N+]([O-])c1ccc2nc(SCc3cn4cccnc4n3)[nH]c2c1
-24.3[20 µM],-18.1,-2.7,8.4,4.7,-1.4,1.0,-2.4,3.2,COc1cccc(CNc2ccc3c(c2)CCC3)c1
-19.7[20 µM],-6.7,-1.2,-3.8,-0.2,-12.1,-1.5,0.1,-5.3,CNC(=O)c1sc(-c2ccc(Cl)cc2)nc1C
-16.9[20 µM],-29.7,0.7,-9.6,0.4,-13.8,1.6,-16.9,-2.0,COc1ccc(-c2nc3ccccc3s2)cc1O
-20.7,0.8,4.1,-17.9,6.3,0.0,0.4,-13.3,5.0,CN(C)Cc1ccccc1Sc1ccc(O)cc1O
-12.9,-89.6,-1.9,-13.8,0.2,-2.5,-0.5,-13.8,3.5,O=C(Cn1nnc2ccccc2c1=O)Nc1ccc(S(=O)(=O)N2CCOCC2)cc1
-18.0,35.3,-3.4,-5.8,-1.9,7.6,-0.4,-10.1,-3.9,Nc1cc(S(=O)(=O)N2CCOCC2)ccc1Oc1ccc(F)cc1
0.9[20 µM],16.9,1.2,-20.8,0.7,-1.2,-1.1,-6.8,-4.6,O=C(CCCOc1ccc(Cl)cc1Cl)N1CCCc2ccccc21
-18.2,34.9,-0.3,-1.9,-5.6,-3.5,0.0,-3.0,-7.2,Cc1ccccc1OCC(=O)N(CC(C)C)c1c(N)n(CC(C)C)c(=O)[nH]c1=O
-36.3,-0.9,0.1,-15.7,-4.7,4.5,-2.5,-3.7,6.2,COc1cc(C(=O)Nc2nnc(C3CC3)s2)ccc1OCc1c(C)noc1C
-23.2,-0.8,-45.4,-66.0,-18.5,-18.4,-8.1,-53.8,3.9,C=CCn1c(=NC(=O)c2cc(Cl)sc2Cl)sc2cc(S(N)(=O)=O)ccc21
-21.8,-7.6,1.8,-24.7,-1.0,-1.4,-3.7,-4.8,0.6,Cc1cccc(CCNC(=O)CCS(=O)(=O)c2ccc(Br)cc2)c1
-5.1[20 µM],-10.6,4.5,-8.8,3.5,-23.4,-5.2,8.2,-15.7,CCN(CC)C(=O)c1ccc(Nc2nnc(C)c3ccccc23)cc1
-16.0,46.9,6.3,-4.8,-6.7,-9.0,-1.8,9.2,-4.9,CCOc1cc(C(=O)N/N=C\c2cn(CC)nc2C)cc(OCC)c1OCC
-20.6[20 µM],-4.9,-2.2,-0.4,-0.4,-9.2,-4.3,5.9,-3.7,CCCNc1nc(-c2ccccc2)c(C(=O)OCC)cc1C#N
